# DAX1 inh-1 – inhibits human nuclear receptor DAX1 | AID 504766 | P51843 | hit rate 0.99% among 340,000 | inhibition, % at 6.75 µM | HEK293 Gal4-DAX1 luciferase reporter, luminescence;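 active means inhibition above the mean over all tested compounds plus 3 SD, cut at about 4.2% in these data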;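 further: 0% = DAX1-transfected cells with DMSO and 100% = empty-vector control cells with DMSO; inhibition shows as a rise in luminescence from relieved DAX1 repression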
# hcDAF-12 act – H. contortus DAF-12 activation, primary screen; activation, % at 6.8 µM; HEK293 hcDAF-12 lit1-tk-luc reporter, luminescence; 0% DMSO, 100% Δ7-dafachronic acid; hit rate 1.4% among 370,000;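 active means activation above the mean of all tested compounds plus 3 SD, cut at about 5.5% in these data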;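 further: 100% = response to 3 µM Δ7-dafachronic acid high control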
# MBD2 DNA inh – blocks human MBD2 binding to methylated DNA; TR-FRET, MBD2 binding to methylated oligonucleotide; hit rate 0.31% among 370,000; inhibition, % at 4.4 µM; Q9UBB5; in the data active means inhibition above about 13%
# ADAM17 inh – inhibitors of human ADAM17 | P78536 | recombinant ADAM17, EDANS/DABCYL FRET peptide cleavage | inhibition, % at 6.95 µM | hit rate 0.83% among 370,000;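 active means inhibition above the mean of compounds lying between control limits plus 3 SD, set per campaign, cut at about 8.5% in these data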;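 further: 0% = DMSO-only wells as the low control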
# PLCg1 inh – inhibitors of human phospholipase C gamma1; purified PLC-gamma1, fluorogenic substrate, fluorescence; inhibition, % at 12.2 µM; hit rate 0.84% among 370,000; in the data active means inhibition above about 9.5%
# SMARCA2 activ – increases SMARCA2 function in MMTV reporter cells | MG213 cells, MMTV-luciferase reporter, dexamethasone, overnight | activation, % at 9.1 µM | hit rate 1% among 370,000; in the data active means activation above about 7.8%;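 further: 0% = vehicle wells and 100% = reference activator wells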
# ssDAF-12 act – activates DAF-12 receptor from parasite S. stercoralis; HEK293 ssDAF-12/GRIP1 lit1-tk-luc reporter, luminescence; % of 3 µM dafachronic acid response; activation, % at 6.8 µM; hit rate 1% among 370,000; AID 652126;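 active means activation above the mean over all tested compounds plus 3 SD, cut at about 0.9% in these data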;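 further: 0% = DMSO-only wells and 100% = 3 µM delta7-dafachronic acid wells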
# PLCb3 inh – blocks human PLC-beta3 enzyme activity. Q01970. Purified PLC-beta3, fluorogenic substrate, fluorescence. inhibition, % at 12.2 µM. hit rate 0.18% among 370,000; in the data active means inhibition above about 11%;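 further: 0% = median of compound wells on plate and 100% = full blocker control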
# Target sequence (Q01970 whole entry, looked up): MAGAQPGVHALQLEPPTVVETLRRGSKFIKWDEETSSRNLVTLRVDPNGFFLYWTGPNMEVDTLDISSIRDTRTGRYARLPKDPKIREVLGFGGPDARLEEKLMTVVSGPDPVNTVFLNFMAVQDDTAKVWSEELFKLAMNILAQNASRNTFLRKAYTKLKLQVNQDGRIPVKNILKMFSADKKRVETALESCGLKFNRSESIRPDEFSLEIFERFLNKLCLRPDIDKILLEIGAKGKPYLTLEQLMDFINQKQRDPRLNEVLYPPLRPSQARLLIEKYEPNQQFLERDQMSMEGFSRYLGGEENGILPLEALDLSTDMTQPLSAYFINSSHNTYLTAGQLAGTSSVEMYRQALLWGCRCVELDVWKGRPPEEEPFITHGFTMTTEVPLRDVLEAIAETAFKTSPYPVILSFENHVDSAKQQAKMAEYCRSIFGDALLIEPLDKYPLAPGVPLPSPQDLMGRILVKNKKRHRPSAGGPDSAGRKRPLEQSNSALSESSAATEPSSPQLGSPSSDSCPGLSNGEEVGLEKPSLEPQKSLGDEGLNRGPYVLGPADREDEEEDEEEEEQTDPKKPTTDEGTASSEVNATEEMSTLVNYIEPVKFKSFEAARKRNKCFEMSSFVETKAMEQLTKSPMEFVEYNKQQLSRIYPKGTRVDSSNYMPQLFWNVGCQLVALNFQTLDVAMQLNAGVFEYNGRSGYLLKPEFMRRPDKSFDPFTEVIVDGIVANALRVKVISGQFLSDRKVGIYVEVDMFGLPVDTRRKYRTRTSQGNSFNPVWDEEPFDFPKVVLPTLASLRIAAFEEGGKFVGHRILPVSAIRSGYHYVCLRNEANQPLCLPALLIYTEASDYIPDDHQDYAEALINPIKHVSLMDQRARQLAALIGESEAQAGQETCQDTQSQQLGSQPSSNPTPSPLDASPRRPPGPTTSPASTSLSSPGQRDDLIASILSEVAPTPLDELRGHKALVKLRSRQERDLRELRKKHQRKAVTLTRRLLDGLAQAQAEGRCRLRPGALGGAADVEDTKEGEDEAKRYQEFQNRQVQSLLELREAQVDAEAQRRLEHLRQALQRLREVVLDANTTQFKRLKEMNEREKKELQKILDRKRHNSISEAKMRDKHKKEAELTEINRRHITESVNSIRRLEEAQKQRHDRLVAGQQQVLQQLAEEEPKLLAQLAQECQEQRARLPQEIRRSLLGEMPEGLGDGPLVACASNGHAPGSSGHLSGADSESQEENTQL
# DAX1 inh-2 – DAX1 (NR0B1) inhibition, primary screen; inhibition, % at 6.8 µM; hit rate 1.1% among 370,000; HEK293T StAR-luciferase reporter, SF-1/DAX-1 repression relief; AID 652010;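 active means inhibition above the mean over all tested compounds plus 3 SD, cut at about 3.6% in these data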;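 further: 0% = DAX-1 cells with DMSO and 100% = cells lacking DAX-1 with DMSO; higher inhibition means more luminescence from relief of DAX-1 repression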
# NR1D1 modulator – modulates human Rev-erb alpha binding to DNA | hit rate 0.79% among 370,000 | AID 1259318 | activity, % at 10 µM | P20393 | Rev-erbα–FITC-DNA binding, fluorescence polarization, 90 min;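 active means activity above about 14%, limit read from the data; passing the limit was not always enough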;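 further: 0% = DMSO wells with 35 nM protein and 100% = DMSO wells with 750 nM protein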
# hgDAF-12 ag – agonists of H. glycines DAF-12 nuclear receptor; HEK293 GAL4-hgDAF12 UAS-luciferase reporter, agonist luminescence; normalized to butyrate control; activation, % at 6.8 µM; hit rate 1.8% among 370,000; AID 687014;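 active means activation above a cutoff set at the mean of all screened compounds plus 3 SD, cut at about 10% in these data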;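 further: 0% = DMSO wells and 100% = sodium butyrate wells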
# An asterisk follows results filed as active; / = not tested or not shown. Outcome played no part in choosing rows; about 7.4% have a hit in one of these screens.
SMILES,DAX1 inh-1,hcDAF-12 act,MBD2 DNA inh,ADAM17 inh,PLCg1 inh,SMARCA2 activ,ssDAF-12 act,PLCb3 inh,DAX1 inh-2,NR1D1 modulator,hgDAF-12 ag
CN1C=CC2=C(C#N)C(N)C(C#N)(C#N)C(c3ccccc3)C2C1 (stereo not drawn),-1.3,-1.5,-8.3,-80.2,-241.5,1.6,-1.6,-283.6,0.2,15.7,2.2
CCOc1ccc(NC(=O)c2ccc(NC(=O)CN3C(=O)C(=O)N(CC(C)C)C3=O)cc2)cc1,0.4,0.1,-0.7,6.0,4.9,-2.8,-0.1,0.6,-0.7,-2.2,-0.5
O=C(COC(=O)c1cccc(Cl)c1)NC(=O)NCc1ccccc1,-0.4,0.2,3.8,0.3,-0.1,-2.4,-1.8,-9.2,-0.5,-2.0,0.6
CCn1c(=O)[nH]n(C/C(C)=C\c2c[n+](Cc3ccc4c(c3)OCO4)c(N)[nH]2)c1=O,/,-2.2,1.7,-6.1,-0.9,/,-1.7,-148.7,/,0.4,-2.2
CCOC(=O)c1c(NC(=O)CS(=O)(=O)c2cn(CC)c3ccccc23)sc2c1CCCC2,0.0,-0.2,0.4,6.6,0.1,-1.1,-1.4,3.4,0.1,0.4,0.1
O=C(NC(=S)NCc1ccco1)c1ccc(Br)cc1,1.0,5.2,2.3,4.9,3.9,0.3,-1.1,-7.0,0.5,2.1,7.5
COc1cccc(C(=O)Nc2nnc(SCC(=O)Nc3ccc(NC(C)=O)cc3)s2)c1,1.2,5.6*,-1.4,1.3,-10.2,6.9,0.2,-14.9,10.2*,0.4,8.6
CC1CCN(C(=O)c2ccc(N(C)S(C)(=O)=O)cc2)CC1,-0.6,-1.9,6.7,-6.6,2.7,0.3,-0.7,-2.3,-0.5,-0.5,-1.9
O=C(O)c1cccc(NC(=O)c2ccc3c(c2)C(=O)N(Cc2ccco2)C3=O)c1,0.2,-1.3,2.3,0.6,-1.5,0.6,-1.0,5.0,-0.7,-4.2,-1.7
COc1ccc(S(=O)(=O)n2nc(OC(=O)c3ccco3)cc2N)cc1,0.7,-1.2,0.2,-0.8,0.1,1.7,-1.0,1.9,-0.2,-0.1,0.0
CCN(CC)c1ccc(NC(=O)c2ccccc2)cc1S(=O)(=O)Nc1ccccc1OC,-1.3,-3.9,-8.8,9.4*,-3.8,0.1,-2.2,-1.8,-1.6,-2.9,-0.4
CCOn1c(=O)c(-c2ccccc2)[n+]([O-])c2ccccc21,1.3,-0.6,-0.3,-18.1,-36.0,-1.6,-0.6,-48.1,-0.5,5.5,-3.2
CCOC(=O)c1c(C)n(C)c2ccc(O)c(CN(C)C)c12,1.1,-0.9,-0.9,0.5,-21.4,1.0,-1.2,-29.7,0.0,-3.5,-2.1
COc1ccc(CC(NC(C)=O)C(=O)NC2CCN(S(=O)(=O)c3ccc(NC(C)=O)cc3)CC2)cc1 (stereo not drawn),0.4,2.3,1.2,-0.2,0.6,1.3,-0.7,-2.2,-0.2,0.5,-0.5
CCOC(=O)CSc1nnc(-c2ccoc2C)n1-c1ccc(OCC)cc1,0.2,-0.3,-3.9,-0.8,1.5,-3.4,-0.7,1.2,-0.5,0.6,3.7
COc1ccc2oc(C(=O)OCC(=O)N(C)Cc3ccccc3)c(C)c2c1,-0.7,-1.4,4.9,-73.9,-80.0,-2.3,-0.9,-88.8,1.2,-0.6,0.2
COC(=O)c1ccc(C(=O)OC)c(NC(=O)CN(c2ccccc2)S(=O)(=O)N(C)C)c1,0.6,-2.0,-1.9,-5.4,-2.2,-1.6,-1.4,-4.1,-0.5,-1.4,-4.0
CC1(O)C(c2ccccc2)=Nc2ccccc21 (stereo not drawn),4.5*,9.9*,-5.6,-3.9,-14.9,9.5*,0.0,-17.6,5.3*,1.6,11.2*
COc1ccc(C(C)C)cc1-c1cccc2nncn12,/,-1.7,3.5,-30.5,-11.5,1.7,-0.9,-15.0,-0.5,5.1,-4.1
Cc1cccc(-c2nnc(NC(=O)c3ccco3)s2)c1,1.9,1.1,-5.4,-0.7,-31.5,0.0,-0.4,-49.7,2.3,-11.0,4.1
COc1c(S(=O)(=O)Nc2cccnc2)ccc(Cl)c1Cl,-0.3,-1.7,-4.3,-5.7,0.7,-2.9,-1.6,-8.1,-0.3,3.6,1.7
O=C(/C=C/c1cccc(O)c1)c1ccc(N2CCOCC2)cc1,-0.4,-0.5,-2.4,-2.0,-5.0,2.9,-0.9,-23.4,0.3,-3.2,5.3
CC(C)NC(=O)C1(C)CCN1C(=O)c1ccc2c(c1)OCO2 (stereo not drawn),/,-0.2,-4.5,-1.4,1.6,-1.9,-1.6,2.7,1.1,2.8,-0.5
CCN1C(=O)[C@@H]2Cc3c([nH]c4ccccc34)C(c3cc(OC)c(OC)c(OC)c3)N2C1=S (stereo partly drawn),-0.6,3.2,2.6,-0.1,-8.4,-1.1,-0.7,-16.6,-0.3,-4.6,2.6
CCCCCc1ccc(OCCCC[n+]2cccc(C)c2)c(CCCCC)c1,-2.5,-3.1,-6.5,0.5,2.5,-9.8,-2.4,1.1,-3.6,21.1*,-8.6
# Following part
SMILES,DAX1 inh-1,hcDAF-12 act,MBD2 DNA inh,ADAM17 inh,PLCg1 inh,SMARCA2 activ,ssDAF-12 act,PLCb3 inh,DAX1 inh-2,NR1D1 modulator,hgDAF-12 ag
Cc1ccc(CNC(=O)C(=O)NCCC2CCCCN2S(=O)(=O)c2ccc(C)cc2)cc1 (stereo not drawn),-0.2,-2.0,0.9,13.1*,8.1,-1.4,-1.1,-0.6,-1.9,4.4,-1.5
Cc1cc(C(=O)Nc2ncc(C)s2)c2ccccc2n1,-0.8,-0.6,-0.2,-0.5,2.5,-4.7,-1.2,4.1,0.6,3.1,-1.3
COc1ccccc1-n1c(C)cc(SC)c(C(C)=O)c1=S,1.2,0.7,-0.5,-4.1,-0.3,1.1,-1.1,2.9,0.1,-2.1,-1.7
CCc1nc(SCC(=O)OC(C)C)c2ccccc2n1,0.5,-0.2,2.7,0.2,5.9,6.6,-1.6,2.3,0.6,-6.2,4.1
N#Cc1cc(Oc2ccccc2)c(-n2nnc3ccccc32)cc1C#N,-0.6,-0.1,10.7,-3.9,8.9,-2.1,-0.9,6.5,0.5,0.1,0.8
O=C(NCCCc1ccccc1)C1CC(=O)N(c2ccc3c(c2)OCCO3)C1 (stereo not drawn),-1.1,-1.5,0.3,-3.7,-5.5,-5.6,-1.9,-3.9,-1.2,0.0,-6.2
CCCn1nc(NC(=O)c2ccco2)c2cc3ccccc3nc21,-0.2,-2.9,-1.6,-38.5,-364.1,-0.5,-1.7,-412.4,-0.6,1.9,-0.2
CCC(C)NC(=O)CS(=O)Cc1nc(-c2cccc(C)c2)oc1C (stereo not drawn),1.1,-1.1,-2.8,-0.9,-0.7,0.1,-1.4,-0.9,0.0,0.7,1.9
CCN(c1ccccc1)c1cc(C)nc2nc(C)nn12,1.7,1.4,-2.1,2.1,-3.9,2.0,-0.9,1.4,1.5,5.2,0.5
COc1ccc(NC(=O)NC(C)c2ccccc2)cc1 (stereo not drawn),1.1,-1.0,0.3,-4.1,-1.9,-0.1,-0.8,-4.3,-0.6,2.5,0.0
CCn1c(=O)c(C(=O)CN2CCN(S(=O)(=O)c3ccc(C)cc3C)CC2)c(N)n(Cc2ccccc2)c1=O,-1.2,-2.0,-4.2,7.5,0.9,-1.2,-1.6,0.6,0.3,0.8,-2.0
CCOc1ccc(C(C)NC(=O)c2cccs2)cc1OCC (stereo not drawn),/,0.2,-2.4,4.8,8.6,-4.6,-1.3,-0.9,0.1,-3.5,0.5
O=C(NCCCN1CCCC1=O)c1cccc(Oc2ccccc2)c1,-0.5,-0.7,-2.9,-1.4,1.9,-3.5,-0.7,1.3,-0.9,-0.1,-3.0
CN1C(=O)/C(=C/c2ccc(OCc3ccc(F)cc3)cc2)N(C)C1=S,-0.3,-0.3,-3.7,-3.5,-1.3,-0.2,-1.9,-8.8,0.1,3.6,-1.3
CC(C)Oc1ccc(S(=O)(=O)N2CCOCC2)cc1NC(=O)c1ccc(N2CCCC2=O)cc1,-0.2,-1.0,-9.3,2.3,0.0,-1.6,-1.3,-12.1,-1.8,-0.6,-1.8
Cc1cc(S(=O)(=O)n2ccnc2)c(Cl)cc1Cl,0.6,-2.0,1.9,-1.4,-2.4,-0.5,-0.9,1.0,-0.2,2.9,2.0
COc1cccc(CN2CCN(Cc3ccc4c(NC(C)=O)cccc4n3)CC2CCO)c1 (stereo not drawn),0.1,0.2,-3.2,-10.4,-9.7,-1.8,-1.1,-19.1,-0.2,-0.2,0.0
COc1cccc(-c2coc3cc4oc(=O)c(CCC(=O)O)c(C)c4cc23)c1,-0.2,5.8*,0.5,-22.8,-69.1,-4.2,0.1,-100.8,-0.1,-0.2,-0.8
COC(=O)c1cccc(NC(=S)Nc2ccccc2Cl)c1,0.4,-1.2,3.4,-0.7,1.9,-3.1,-1.5,-9.4,-0.2,2.6,5.2
CCOc1ccc(CNC(=O)Cn2c(=O)c3cccn3c3ccccc32)cc1,0.7,0.5,5.6,-0.1,0.1,0.0,-0.8,-9.6,0.1,38.6*,1.1
CC12CCC(C(=O)Nc3cc(Cl)ccc3Cl)(C(Br)C1=O)C2(C)C (stereo not drawn),-1.4,-0.9,0.9,0.1,-0.9,1.8,-0.9,1.3,-0.8,0.3,-1.9
CCc1ccc(NC(=O)c2cnccn2)cc1,2.7,3.2,-1.2,-1.9,-2.6,1.6,0.7,-7.5,2.6,4.4,14.8*
COc1ccc(C(=O)NC(=S)Nc2ccc(CN3CCOCC3)cc2)cc1OC,/,-1.2,1.4,-4.9,2.0,-3.4,-1.4,0.9,-0.6,2.0,-0.3
COCc1n[nH]c(=S)n1-c1ccccc1,1.2,0.1,5.0,-2.0,-1.8,-4.2,-0.7,-0.5,-0.4,3.3,-1.5
CCOC(=O)CC[C@@H]1CC[C@]2(CCCN(C(=O)c3ccco3)C2)O1,/,-1.7,-2.3,2.7,-1.0,-2.2,-1.0,0.8,0.2,1.0,-2.3
CC(OC(=O)c1n[nH]c2ccccc12)C(=O)NC1CCCCC1C (stereo not drawn),-0.8,-0.9,5.0,-0.7,-1.1,-3.1,-1.1,-7.8,-2.7,5.6,0.3
Cc1cc(C)c(NC(=S)N2CCC(N(C)CC3CCCO3)CC2)c(C)c1 (stereo not drawn),0.1,-1.4,3.6,-6.5,-2.5,-0.9,-1.1,-3.2,-0.4,-2.4,3.5

# Reprinted from the entries so far, four compounds:
SMILES,DAX1 inh-1,hcDAF-12 act,MBD2 DNA inh,ADAM17 inh,PLCg1 inh,SMARCA2 activ,ssDAF-12 act,PLCb3 inh,DAX1 inh-2,NR1D1 modulator,hgDAF-12 ag
CN1C=CC2=C(C#N)C(N)C(C#N)(C#N)C(c3ccccc3)C2C1 (stereo not drawn),-1.3,-1.5,-8.3,-80.2,-241.5,1.6,-1.6,-283.6,0.2,15.7,2.2
CCOc1ccc(NC(=O)c2ccc(NC(=O)CN3C(=O)C(=O)N(CC(C)C)C3=O)cc2)cc1,0.4,0.1,-0.7,6.0,4.9,-2.8,-0.1,0.6,-0.7,-2.2,-0.5
O=C(COC(=O)c1cccc(Cl)c1)NC(=O)NCc1ccccc1,-0.4,0.2,3.8,0.3,-0.1,-2.4,-1.8,-9.2,-0.5,-2.0,0.6
CCn1c(=O)[nH]n(C/C(C)=C\c2c[n+](Cc3ccc4c(c3)OCO4)c(N)[nH]2)c1=O,/,-2.2,1.7,-6.1,-0.9,/,-1.7,-148.7,/,0.4,-2.2

# Screening results from PubChem.
